Screening data from PubChem BioAssay.
LMPTP inh – blocks human LMPTP phosphatase | P24666 | recombinant LMPTP-A, OMFP fluorogenic substrate, fluorescence intensity | inhibition, % at 20 µM | 360,000 tested, 0.22% active;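 active means compounds that cut the enzyme signal by at least half of the control window in the single-dose screen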;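 further: plate controls were DMSO wells with enzyme plus substrate for no effect and substrate without enzyme for full effect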
Target sequence (P24666 whole entry, looked up): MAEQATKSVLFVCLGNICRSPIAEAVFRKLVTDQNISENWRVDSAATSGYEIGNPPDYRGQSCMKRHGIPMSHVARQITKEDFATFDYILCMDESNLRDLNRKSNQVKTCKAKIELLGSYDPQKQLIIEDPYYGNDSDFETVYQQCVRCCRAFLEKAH
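Assay system: LMPTP-A phosphatase enzyme | Input: 0.625 nM enzyme | Also added: Fluorogenic phosphatase substrate OMFP at 400 µM final | Compound dosing: One test concentration per compound, 20 µM, with 3% DMSO overall | Schedule: 50 min enzyme reaction at room temperature, protected from light | Signal: Fluorescence intensity | Benchmarks: no-enzyme and uninhibited controls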
SKN-1 block – inhibitors of C. elegans SKN-1. inhibition, % at 21.8 µM. C. elegans VP596 Pgst-4::GFP/RFP ratio, acrylamide-induced, 24 h. 360,000 tested, 0.49% active;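 active means interference check ratio from 0.5 to 1.5 plus GFP to RFP signal ratio inhibition reaching or exceeding a fixed threshold, cut at about 30% in these data, passing the limit was not always enough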; further: some compounds called inactive have numbers as strong as hits
CendR NRP1 mod – modulators of CendR peptide binding to human neuropilin-1. inhibition, % at 25 µM. 360,000 tested, 0.85% active. AID 602438. FAM-RPARPAR peptide binding to NRP-1, fluorescence polarization;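 active means inhibition or corrected inhibition above about 18%, plus a signal ratio from 0.5 to 1.5, limit read from the data, passing the limit was not always enough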; further: strong numbers were not always called active
STEP block – inhibitors of human striatal-enriched phosphatase STEP. P54829. recombinant STEP, OMFP fluorogenic substrate, fluorescence. inhibition, % at 20 µM. 360,000 tested, 0.25% active;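 active means inhibition at 20 µM, scaled per plate between control wells, above about 37%, limit read from the data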;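 further: 0% = DMSO with enzyme and substrate and 100% = substrate only without enzyme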
Target sequence (P54829 whole entry, looked up): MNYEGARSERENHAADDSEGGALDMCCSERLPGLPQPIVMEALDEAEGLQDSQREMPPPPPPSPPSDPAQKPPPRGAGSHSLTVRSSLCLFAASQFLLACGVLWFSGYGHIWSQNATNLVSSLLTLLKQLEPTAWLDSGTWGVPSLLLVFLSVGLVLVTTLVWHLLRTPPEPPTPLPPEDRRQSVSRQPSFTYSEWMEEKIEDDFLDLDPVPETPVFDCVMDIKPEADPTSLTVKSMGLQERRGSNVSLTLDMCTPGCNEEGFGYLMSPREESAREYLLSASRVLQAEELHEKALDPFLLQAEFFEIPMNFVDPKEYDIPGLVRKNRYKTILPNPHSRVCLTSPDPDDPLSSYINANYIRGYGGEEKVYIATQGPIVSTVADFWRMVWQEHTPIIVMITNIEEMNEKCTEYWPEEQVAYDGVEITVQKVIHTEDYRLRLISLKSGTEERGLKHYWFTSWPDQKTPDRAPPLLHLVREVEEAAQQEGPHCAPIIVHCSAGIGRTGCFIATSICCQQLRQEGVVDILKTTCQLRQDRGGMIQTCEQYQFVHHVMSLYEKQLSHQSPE
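medium = Bis-Tris buffer pH 6.0, 2.5 mM DTT, 0.005% Tween 20 | test system = STEP (striatal-enriched tyrosine phosphatase) enzyme, cell-free | measure = normalized % inhibition | compound dosing = 20 µM, 1% DMSO | also added = 25 µM OMFP | schedule = reaction 20 min, ambient temperature | measured by = fluorescence read at 480 nm ex / 540 nm em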
Scp-1 inhibitor – blocks human Scp-1 phosphatase activity; Q9GZU7; Recombinant Scp1, phosphopeptide, malachite green phosphate absorbance; inhibition, % at 20 µM; 340,000 tested, 0.88% active; AID 493091;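 active means inhibition above about 50% at 20 µM, limit read from the data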;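 further: plate controls were DMSO wells with enzyme for no effect and wells lacking enzyme for full effect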
Target sequence (Q9GZU7 76-261 limits assumed): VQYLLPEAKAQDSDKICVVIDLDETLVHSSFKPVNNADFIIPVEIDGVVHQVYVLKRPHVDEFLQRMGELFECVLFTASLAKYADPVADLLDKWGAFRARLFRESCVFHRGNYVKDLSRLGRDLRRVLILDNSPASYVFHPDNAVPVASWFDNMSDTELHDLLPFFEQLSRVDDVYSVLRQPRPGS
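Times: enzyme reaction 45 min at room temperature, colour 5 min, stabilisation 30 min. Material: SCP-1 catalytic fragment, aa 76-261. Medium: Acidic Tris acetate buffer with magnesium and detergent. Signal: colorimetric free-phosphate detection, absorbance 630 nm. Read-out basis: % inhibition of SCP-1 phosphate liberation. Reagent: Phosphorylated 17-residue peptide substrate.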
MT1-MMP act inh – blocks activation of human MT1-MMP. P50281. HT1080 RFP-PRO-GFP cells, GFP/RFP ratio fluorescence, overnight; percent of plate control window, DMSO zero. GFP/RFP ratio change, % at 20 µM. 360,000 tested, 0.061% active. AID 651647;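 active means GFP/RFP ratio change of at least 30% with cell ATP level not reduced by more than half and red fluorescence within 50% of control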; further: strong numbers were not always called active
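system = RFP-PRO-GFP reporter HT1080 cells | dosing = 20 µM single dose, 1% DMSO | timing = overnight cell settling, then overnight compound exposure, 37 °C, 5% CO2 | read-out basis = GFP/RFP fluorescence ratio | controls = DMSO and RFP-L50D-GFP cell wells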
Rpn11 block – Rpn11 (human) deubiquitinase inhibition. O00487. human 26S proteasome, Ub4-pepOG fluorescence polarization; 20S core pre-blocked with epoxomicin. calls only at 20 µM. 360,000 tested, 0.59% active. AID 588493;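 active means inhibition at 20 µM, scaled to each plate's controls, above about 33%, limit read from the data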
SUMO1-SIM PPI – alters human SUMO1 binding to SIM partners | P63165 | SUMO1 binding to a labelled peptide, TR-FRET, 1 h | inhibition, % at 20 µM | 360,000 tested, 0.33% active | AID 602429; in the data active means inhibition above about 37%
NadD inh – inhibitors of Staphylococcus aureus NadD; purified NadD enzyme, colorimetric absorbance read-out; inhibition, % at 20 µM; 360,000 tested, 0.78% active; AID 602399; in the data active means inhibition above about 26%; further: some compounds past the cut are filed as inactive
DNMT1 inh – inhibitors of human DNMT1 | AID 588458 | P26358 | 360,000 tested, 0.83% active | inhibition (reported as % activation of signal), % at 10 µM | DNMT1 molecular beacon, Hinp1I cleavage, fluorescence; in the data active means inhibition above about 50%
* hit, by the source's call; i = inactive; . = no result given; + = active, no number.

Below each SMILES – LMPTP inh	SKN-1 block	CendR NRP1 mod	STEP block	Scp-1 inhibitor	MT1-MMP act inh	Rpn11 block	SUMO1-SIM PPI	NadD inh	DNMT1 inh
C=CCN1N=C(c2ccc(NC(=O)c3ccccc3)cc2)CSC1=O
→ 21	-9	7	-2	-6	-11	i	-1	-5	16
COc1c(C)cc(S(=O)(=O)NCc2ccco2)c(C)c1C
→ -0.1	4	1	-3	-2	-2	i	4	2	-1
O=C1NC(c2ccc(Br)cc2)Nc2ccccc21 (stereo not given)
→ 1.2	6	16	2	-10	-6	i	-3	1	14
Cc1cccc(C(=O)N2CCC(=O)N([C@H](COCc3cccc(Cl)c3)Cc3ccccc3)CC2)c1
→ -0.3	0	-14	.	.	8	.	6	0	.
COC(c1ccccc1)c1nc2ccccc2[nH]c1=O (stereo not given)
→ -0.2	-3	-5	2	-12	-1	i	-4	-9	0
CCOC(=O)N1CCN(C(=O)C(=O)Nc2sc3c(c2C#N)CC(C)(C)OC3)CC1
→ -1.1	7	0	0	-11	4	i	-4	3	-4
COc1cc(/C=C/C(=O)NC(C)C2CC3CCC2C3)cc(OC)c1OC (stereo not given)
→ 0.5	-1	5	-1	-10	10	i	-1	-2	0
CCOC(=O)c1ccccc1Nc1cn(C(C)=O)c2ccccc12
→ 2.1	-17	-13	3	0	-9	i	-2	-1	-9
Cc1cc(C)cc(NC(=O)CSCc2cc(=O)n3ccsc3n2)c1
→ -0.2	3	0	-2	8	1	i	1	-3	3
O=C(C1=C[C@@H](c2ccccc2)C[C@@H](OCCCCO)O1)N1CCN(Cc2ccc3c(c2)OCO3)CC1
→ 0.4	-6	-8	-2	-4	-10	i	5	-1	12
CC(=NNC(=S)N1CCCCCC1)c1ccccn1
→ 2.3	-3	5	54*	-2	0	i	0	4	-3
Cc1ccc(S(=O)(=O)NCC2CCC(C(=O)NCc3cccs3)CC2)cc1 (stereo not given)
→ -0.1	-3	7	1	-8	0	i	0	-7	-3
c1nc(NC2CCCCC2)c2[nH]cnc2n1
→ -0.5	5	-6	0	-6	-2	i	1	3	3
CCOC(=O)c1c(C)[nH]c(C(=O)NNC(=O)c2ccc(Br)cc2)c1C
→ 1.1	-5	-4	-3	-5	-1	i	-1	-1	-4
CC(C)(C)c1ccc(C(=O)NNC(=O)c2ccccc2Br)cc1
→ -0.8	18	16	1	-4	2	i	1	-1	1
CCOc1cc(CNc2ncn[nH]2)ccc1OCC(=O)NC(C)(C)C
→ -1.6	-9	0	-3	-2	-4	i	3	-9	-2
CCn1c(-c2ccccc2Cl)nn(CC(=O)NCCc2ccccc2)c1=S
→ 0.1	2	-2	2	-6	1	i	-1	-8	2
COc1ccc(S(=O)(=O)NC(CCSC)C(=O)NC2CCCCC2)cc1 (stereo not given)
→ -0.3	-6	-8	-7	-9	4	i	-1	-10	-1
O=[N+]([O-])/C=C\c1ccc(N2CCOCC2)cc1
→ -1.6	-1	-8	0	4	1	i	-4	-7	-1
CC#CCN1c2ccccc2[C@]23C[C@@H](C(=O)OC)N(C(=O)NC(C)(C)C)C2=NC(C(=O)OC)=C(C(=O)OC)[C@H]13
→ -0.3	-8	12	3	-10	-6	i	-2	-4	1
O=C(c1cc([N+](=O)[O-])cc([N+](=O)[O-])c1)N(Cc1nnc(-c2ccccc2Cl)o1)C1CC1
→ 0.1	-1	-9	6	9	2	i	-30	-7	0
O=C(COC(=O)c1cc(S(=O)(=O)N2CCOCC2)ccc1F)NCCc1ccc(F)cc1
→ -0.2	9	-3	-1	4	0	i	4	2	3
CCOC(=O)/C=C/c1cc(F)ccc1O
→ -0.4	0	1	.	.	6	.	-9	.	.
CC1Oc2ccccc2C=C1C1/C(=C(/O)c2ccccc2)C(=O)C(=O)N1CCCN(C)C (stereo not given)
→ -3.9	0	-3	1	-11	7	i	-3	2	-1
O=C1CN(C(=O)c2c(F)cccc2F)C(c2ccc(F)cc2)c2cc(Br)ccc2N1 (stereo not given)
→ 0.5	-2	-13	0	-7	-19	i	0	0	1
C#CCOCCOCCOCCNc1nc(N2CCN(C(=O)[C@H](CCC(=O)O)n3cc(CN)nn3)CC2)nc(N2CCN(C(=O)[C@H](CCCN=C(N)N)n3cc(C(N)[C@@H](C)CC)nn3)CC2)n1 (stereo not given in full)
→ -6.8	2	-6	1	0	2	i	-2	-2	-1
O=C(Nc1cccnc1)Nc1ccc2c(c1)OCO2
→ 1.2	10	-8	-2	-11	-6	i	2	4	0
COc1ccc(O)c(C(=O)c2cnn(C(=O)c3cccc(N(C)C)c3)c2)c1
→ -1.4	5	-5	-1	-10	-7	i	-1	8	3
O=C(Cn1c(=O)oc2ccccc21)NC(=O)NCc1ccccc1
→ -0.7	-5	11	2	11	5	i	-3	-4	1
CCOc1ccc(-c2nc(CS(=O)(=O)CC(=O)NCc3ccc(F)cc3)c(C)o2)cc1
→ 0.2	-9	-5	1	-9	-2	i	3	-1	-9
Nc1nonc1-c1nc2ccccc2n1CCC(=O)O
→ -1.3	7	-1	2	-2	-4	i	8	1	1
O=C(Nc1ccc2c(c1)CCC2)c1cc(S(=O)(=O)N2CCN(c3ccccc3)CC2)ccc1Cl
→ 1.7	6	-54	4	-8	-2	+	2	32*	-2
CCC(=O)N1c2ccc(S(=O)(=O)CCC(=O)N3CCn4c3nc3ccccc34)cc2CC1C (stereo not given)
→ 0.5	-8	11	-4	3	-4	i	2	0	4
COc1cc(C)ccc1OCCOCCOc1ccc(C)cc1[N+](=O)[O-]
→ -0.1	11	-7	-3	-18	3	i	-7	-6	-1
O=C(C1CCN(S(=O)(=O)c2cccc3nsnc23)CC1)N1CC=C(c2ccccc2)CC1
→ 0.4	19	-5	-1	-10	1	i	-23	15	-5
O=C(CCCCCN1C(=O)c2ccccc2C1=O)Oc1ccc2c3c(c(=O)oc2c1)CCC3
→ 4.8	2	6	2	-17	7	i	-4	-1	8
O=C(CCC(=O)NNC(=O)COc1ccc(Br)cc1)NCc1ccccc1
→ 0.9	-9	3	-1	3	8	i	-3	2	0
CCOc1cccc(NC(=O)C2CCCN(S(=O)(=O)c3ccc(OC)cc3)C2)c1 (stereo not given)
→ 2.4	-8	3	2	-3	-34	i	1	-10	-4
Cc1oc(C(=O)Nc2ccc(O)cc2)cc1COc1ccccc1
→ 1.3	4	-2	0	-5	3	i	0	-6	-21
COc1ccc(OCC(=O)Nc2ccccc2-c2ccccc2)cc1
→ 0.0	5	-2	-2	0	0	i	1	2	4
COc1cccc(CNC(=O)C2(C)CCCCN2C)c1 (stereo not given)
→ -0.1	3	13	-1	.	1	i	-6	1	2
O=C1c2cccnc2C(=O)N1Cc1cccs1
→ -0.6	20	4	-4	-9	1	i	-19	0	-2
Cc1ccc(C(C)C)cc1OCCn1cncn1
→ 0.8	3	11	-3	-10	2	i	0	-6	-5
CCOC(=O)C(Cc1ccccc1)NC(=O)CCc1nnc2ccc(N3CCOCC3)nn12 (stereo not given)
→ -0.1	-3	1	1	-4	3	i	-3	-2	2
Cc1ccc(S(=O)(=O)N2CCN(S(=O)(=O)N3CCOCC3)CC2)cc1C
→ -2.7	6	-2	0	-4	9	i	3	-6	2
O=C(Nc1cccc(C(F)(F)F)c1)Oc1ccc(Cl)c2cccnc12
→ 4.0	15	11	2	-13	-2	i	-2	-3	-3
COc1ccc(CNC(=O)/C(C#N)=C2\N=C(NC(=O)c3cccs3)c3ccccc32)cc1
→ 1.5	-2	-48	-2	-7	-30	i	-16	-4	-2
CCn1c(C)nc2cc(C(=O)NNC(=O)c3ccc(Cl)nc3)ccc21
→ -0.1	9	7	2	-7	1	i	2	1	2
Cc1ccc(C(=O)N2CCN(c3ccc(C(F)(F)F)cn3)CC2)c(C)c1
→ -0.3	-1	38*	0	1	-5	i	2	-4	-2
CC(C)(C)[C@H]1COC(=O)[C@@H](Cc2ccc(F)cc2)C/C=C\C[C@@H](CC(=O)N[C@H](CO)Cc2ccccc2)C(=O)N1
→ 1.3	12	-2	-2	-5	1	i	0	-1	-3
O=S(=O)(NCCc1ccncc1)c1ccccc1
→ -2.1	8	10	-2	-5	11	i	-2	2	2
COCCNC(=O)c1ccccc1NC(=O)Cc1ccccc1[N+](=O)[O-]
→ 1.3	5	7	-4	-1	1	i	-3	-2	1
COc1cc(CNCC(O)c2ccccc2)ccc1OCc1ccc(Cl)nc1 (stereo not given)
→ 0.6	13	9	2	1	-1	i	0	-3	-13

NadD inh: hit marks shown above.
mol | LMPTP inh | SKN-1 block | CendR NRP1 mod | Scp-1 inhibitor | MT1-MMP act inh | Rpn11 block | SUMO1-SIM PPI | NadD inh | DNMT1 inh
O=C(Nc1ccc2c(c1)CCC2)c1cc(S(=O)(=O)N2CCN(c3ccccc3)CC2)ccc1Cl | 1.7 | 6 | -54 | -8 | -2 | + | 2 | 32* | -2

Ordered by value in DNMT1 inh (falling): some entries from above
compound,LMPTP inh,SKN-1 block,CendR NRP1 mod,Scp-1 inhibitor,MT1-MMP act inh,Rpn11 block,SUMO1-SIM PPI,NadD inh,DNMT1 inh
CCOC(=O)C(Cc1ccccc1)NC(=O)CCc1nnc2ccc(N3CCOCC3)nn12 (stereo not given),-0.1,-3,1,-4,3,i,-3,-2,2
Cc1ccc(C(C)C)cc1OCCn1cncn1,0.8,3,11,-10,2,i,0,-6,-5
COc1cc(CNCC(O)c2ccccc2)ccc1OCc1ccc(Cl)nc1 (stereo not given),0.6,13,9,1,-1,i,0,-3,-13
